A549 tox: A549 cytotoxicity, counter-screen for Nrf2 inhibitors; A549 ARE-Fluc cells, CellTiter-Fluor viability, 18-24 h; Potency, µM (titrated, usually from 46 µM), without a hit: at the top dose activity change, negative = cytotoxicity, most hits filed as inhibitors; 0.16% of 390,000 active; also: potency is read from the fitted curve at half-maximal effect; % is scaled to controls: 0 for no effect and ±100 for the full control effect
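Cytotoxicity counterscreen: CellTiter-Fluor fluorescence was measured in A549 ARE_Fluc cells after 18-24 h of compound exposure in a concentration series. The subsequent BugLite luminescent read reports ARE-luciferase activity.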
HepG2 viability: counter-screen for TGF-b inhibitors: cytotoxicity in HepG2 cells | Potency, µM (series often up to 46.1 µM), for inactives: top-dose activity change, negative = cytotoxicity, hits mostly cytotoxic | 0.76% of 410,000 active | HepG2 CAGA-GFP viability, ATP luminescence, 18 h | AID 588856; also: potency is read from the fitted curve at half-maximal effect; some results filed as inactive show a strong effect at the top dose
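HepG2 CAGA-GFP cells (1000/well, DMEM with 1% FBS) received compound, then TGF-beta at 500 pg/mL final, and were incubated 18 hours at 37 degrees C. Viability was read by CellTiter-Glo luminescence. Media-only wells were set as complete cell-killing and DMSO as no toxicity.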
Abeta yeast res: restores growth of yeast expressing A-beta42 peptide; yeast expressing A-beta42, growth rescue, OD600, 48 h; response scale: 0% DMSO, 100% iron-clioquinol control; Potency, µM (series often up to 46.1 µM), inactives show top-dose growth rescue, hits mostly activators; 0.063% of 410,000 active; AID 1347071; also: potency is read from the fitted curve at half-maximal effect; nearly all actives have a fitted effect of over 55% in size
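Yeast growth medium received pinned compounds, then yeast cells expressing toxic A-beta were added; plates incubated at 30 C for 48 hr. Growth read as absorbance at 600 nm, normalized to DMSO and equimolar FeCl3 plus clioquinol controls.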
Nrf2 block: blocks Nrf2 signaling. A549 ARE-Fluc reporter, luciferase luminescence, 18-24 h. Potency, µM (highest dose often 46 µM), inactives show top-dose activity change, negative = inhibition, hits mostly inhibitors. 2.1% of 360,000 active; also: potency is read from the fitted curve at half-maximal effect; % is scaled to controls: 0 for no effect and ±100 for the full control effect; nearly all actives have a fitted effect of over 60% in size
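Cells were seeded and rested 2 h, then exposed to compounds for 18-24 h. CellTiter-Fluor was read first as a viability measure. BugLite was added 15 min before the final luminescent read of ARE-luciferase activity in A549 cells.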
pAkt inh: Akt phosphorylation inhibition. Neuro2A IGF-stimulated pAkt S473 HTRF, 20 min; active compounds read low. activity change, % for hits at 50 µM. 0.32% of 360,000 active. AID 651550; in the data active = activity change below about -80%; inconclusive = mostly about -51% to -80%; also: % is scaled to controls: 0 for no effect and ±100 for the full control effect
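Neuro2A cells in DMEM with 0.5% FBS, overnight at 37 deg C, given compound at single 50 µM final, then IGF (6 nM final) for 20 min at 37 deg C. Lysed; phospho-Akt Ser473 by HTRF after 24 h, 665/615 ratio.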
CCT modulator: cytosolic chaperonin activity modulation; activity change, % (test concentration not listed), hits read low; 0.3% of 360,000 active; purified chaperonin ATPase assay, HTRF ADP detection, 30 min; AID 651819; in the data active = activity change below about -30%; also: % is scaled to controls: 0 for no effect and ±100 for the full control effect
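We incubate TRiC, 40 or 20 nM final, with library compounds at 76 uM and 10 uM ATP for 30 min at 37 °C. ADP formed is detected with Transcreener HTRF reagents after 30 min at room temperature.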
Nrf2 activator: Nrf2 pathway activation; Potency, µM (doses to about 46.1 µM), for the others: at the top dose activation, usual class: activators; AREc32 ARE-luciferase reporter (MCF7-derived line), luminescence, 24 h; AID 624171; 0.31% of 410,000 active; also: potency is read from the fitted curve at half-maximal effect; % of control where 0% means no effect; nearly all actives have a fitted effect of over 65% in size
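Reporter line AREc32 (ARE-Fluc), seeded overnight in OPTI-MEM with 5% FBS; compound pin-transferred, 24 hr at 37 deg C, 5% CO2; luminescent read-out.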
MmCpn inh: blocks the Methanococcus maripaludis chaperonin Mm-Cpn; 0.031% of 330,000 active; purified Mm-Cpn ATPase, ADP Transcreener TR-FRET; Potency, µM (doses to about 76.9 µM), for inactives: at the top dose activity, negative = inhibition, hits mostly inhibitors; also: potency is read from the fitted curve at half-maximal effect; % is scaled to controls: 0 for no effect and ±100 for the full control effect; nearly all actives have a fitted effect of over 80% in size
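TR-FRET (320 nm excitation; 590 and 665 nm emission) reports ADP made from 10 uM ATP by 25 nM enzyme; compounds were preincubated 10 min, reaction run 30 min, both at 37°C.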
TGFb inhibitor: blocks TGF-b signaling | HepG2 CAGA-GFP TGF-b/SMAD3 reporter, GFP fluorescence, 18 h; TGF-beta stimulated, 500 pg/mL final | Potency, µM (titrated, usually from 46.1 µM), without a hit: at the top dose activity, negative = inhibition, hits mostly inhibitors | 1.2% of 410,000 active | AID 588855; also: potency is read from the fitted curve at half-maximal effect; % is scaled to controls: 0 for no effect and ±100 for the full control effect; nearly all actives have a fitted effect of over 65% in size
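Inhibition of TGF-beta-driven CAGA-GFP reporter expression in HEPG2 cells is measured by cellular GFP fluorescence after 18 h stimulation with 500 pg/mL recombinant TGF-beta in 1% FBS medium at 37 degrees C.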
An asterisk follows results filed as active; i = inactive; ? = inconclusive; / = no result given; & = joins results of further samples; [ ] = dose if it differs, or a comment. Unless noted, calls follow the shape of the dose curve; as a rule, active = well fitted curve in the direction sought with a large enough effect; inconclusive = small, poorly fitted or top-dose-only effect, or another doubt; inactive = no such curve, though single readings can be large; an effect the other way counts as inactive or inconclusive.

Start of the listing, in advance:
SMILES	A549 tox	HepG2 viability	Abeta yeast res	Nrf2 block	pAkt inh	CCT modulator	Nrf2 activator	MmCpn inh	TGFb inhibitor
CSc1nc(-c2ccccc2)ccc1C(N)=O	-6%	5%	17%	/	/	1.9	0.2%	-9%	2%
Cc1ccsc1/C=N/Nc1ccc(Cl)nn1	-5%	17%	-10%	-6%	i	-2.3	7.9%	0%	12%
CN(c1ccccc1)S(=O)(=O)c1ccc(C(=O)NCc2ccc(F)cc2)cc1	-3%	-23%	19%	?	i	0.6	-2.4%	0%	-29%
Cc1cc(=O)oc2cc(OCC3CC(c4ccc(N(C)C)cc4)=NO3)ccc12 (stereo not given)	0%	-35%	-15%	-4%	i	0.1	0.3%	-1%	0%

The list itself, previewed entries included:
SMILES	A549 tox	HepG2 viability	Abeta yeast res	Nrf2 block	pAkt inh	CCT modulator	Nrf2 activator	MmCpn inh	TGFb inhibitor
CSc1nc(-c2ccccc2)ccc1C(N)=O	-6%	5%	17%	/	/	1.9	0.2%	-9%	2%
Cc1ccsc1/C=N/Nc1ccc(Cl)nn1	-5%	17%	-10%	-6%	i	-2.3	7.9%	0%	12%
CN(c1ccccc1)S(=O)(=O)c1ccc(C(=O)NCc2ccc(F)cc2)cc1	-3%	-23%	19%	?	i	0.6	-2.4%	0%	-29%
Cc1cc(=O)oc2cc(OCC3CC(c4ccc(N(C)C)cc4)=NO3)ccc12 (stereo not given)	0%	-35%	-15%	-4%	i	0.1	0.3%	-1%	0%
COCCNC(=S)N1CCN(S(=O)(=O)c2ccc(Cl)s2)CC1	0%	-6%	19%	-16%	i	0.9	-1.0%	-15%	2%
O=C(NCc1ccccn1)C1(C(F)(F)F)C/C(=C\Cc2ccccc2)CCCO1 (stereo not given)	-7%	-2%	/	-3%	/	/	/	/	-43%
CCCn1c(=N)n(CC(=O)c2ccc(Cl)c(Cl)c2)c2ccccc21	8%	-30%	28%	?	i	-4.6	11%	-20%	1%
FC(F)(F)c1ccc(N=Cc2sc(N3CCOCC3)nc2-c2ccccc2)cc1	1%	-17%	-13%	8%	i	-0.3	-0.4%	-13%	2%
O=C(N1CCN(Cc2ccccc2)CC1)C(Cl)(Cl)Cl	-16%	8%	?	2%	i	1.9	-0.7%	4%	8%
CC1CN(C2CCN(S(=O)(=O)c3ccc(F)cc3)CC2)CC(C)O1 (stereo not given)	-3%	-5%	0%	11%	i	1.9	-0.1%	1%	-21%
Cc1c(/C(O)=C2\C(=O)C(=O)N(CCN(C)C)C2c2cccnc2)cnn1-c1ccccc1 (stereo not given)	13%	13%	25%[9.22 µM]	/	i	0.8	-0.6%	1%	-27%
CC1(NC(=O)Nc2cccc3ccccc23)CCS(=O)(=O)C1 (stereo not given)	-4%	5%	3%	?	i	-12	0.0%	1%	-3%
CCC(C)(C)n1nnnc1C(c1ccccn1)N1CCN(c2cccc(OC)c2)CC1 (stereo not given)	-5%	-25%	-7%	-4%	i	-1.4	-1.1%	2%	3%
COC(=O)c1ccc(NC(=O)CC2C(=O)N(c3ccc(Cl)cc3)C(=O)N2Cc2cccs2)cc1 (stereo not given)	-2%	-37%	?	?	/	/	6.2%	/	?
COC(=O)C(CC(C)C)NC(=O)/C=C/c1ccc(Cl)cc1 (stereo not given)	1%	-4%	6%	20%	i	1.0	0.5%	1%	0%
COc1cc2[nH]c(=O)n(CCC(=O)NC3CCN(Cc4ccccc4)CC3)c(=O)c2cc1OC	2%	-13%	-5%	19%	i	-1.1	0.2%	-4%	0%
Cc1ccc(S(=O)(=O)N(Cc2cc3ccccc3[nH]c2=O)c2cccc(C)c2)cc1	-6%	-20%	11%	3%	i	-0.3	0.2%	-11%	-4%
CCOC(=O)CSc1cc(=O)n(C)c2cc(Cl)ccc12	1%	9%	9%	5%	i	2.4	1.6%	0%	13%
CN(C)c1ccc(-c2cccc(C3CC=CC4C3C(=O)N(Cc3ccccc3)C4c3ccc(C(F)(F)F)cc3)c2)cc1 (stereo not given)	-2%&3%	-3%&-4%	0%	2%&-5%	i	-0.4	-0.7%	-3%	-24%&-1%
COc1ccc(CCNC(=O)C2CCCN2C(=O)Nc2ccc(Cl)cc2)cc1OC (stereo not given)	1%	-25%	0%	?	i	-0.6	0.2%	0%	-23%
Cc1ccc(S(=O)(=O)N2C[C@H]3[C@H]4C(=O)N(Cc5ccccc5)C(=O)[C@H]4CC(=O)[C@H]3[C@@H]2c2ccccc2F)cc1	/	-40%	-5%	/	i	1.1	-0.5%	/	-10%
O=C(O)c1c[nH]c2ccc(F)cc2c1=O	3%	-12%	3%	-2%	i	0.5	-0.4%	-2%	-13%
CCS(=O)(=O)NCCc1csc2nc(-c3ccc(C)cc3)nn12	-4%	-3%	10%	/	/	/	10%	/	-8%
O=C(CCSc1ccc(Cl)cc1)N1CCN(c2ncccn2)CC1	-1%	-24%	-18%	7%	i	-1.9	3.2%	1%	-15%

Looked up above:
`COC(=O)C(CC(C)C)NC(=O)/C=C/c1ccc(Cl)cc1` (stereo not given) @ Nrf2 activator: 0.5%
`CCS(=O)(=O)NCCc1csc2nc(-c3ccc(C)cc3)nn12` @ HepG2 viability: -3%
`O=C(CCSc1ccc(Cl)cc1)N1CCN(c2ncccn2)CC1` @ Abeta yeast res: -18%

(list continues)
SMILES	A549 tox	HepG2 viability	Abeta yeast res	Nrf2 block	pAkt inh	CCT modulator	Nrf2 activator	MmCpn inh	TGFb inhibitor
c1csc(-c2nc(N3CCOCC3)c3ccccc3n2)c1	-4%	-27%	2%	?	i	-0.1	-0.4%	-2%	5%
C=C(C)COc1ccc(-c2nc(N)ncc2Oc2ccccc2OCC)c(O)c1	4%	-102%	-2%	/	i	-0.6	2.9%	-1%	?
CN1CCN(c2ccc(S(=O)(=O)N3CCOCC3)cc2NC(=O)COc2ccc(C#N)cc2)CC1	2%	-23%	-6%	7%	i	-3.1	-0.2%	/	1%
C=CCNC(=O)c1ccc(N(CC=C)S(C)(=O)=O)cc1	8%	-5%	6%	6%	i	-2.2	-0.7%	1%	-5%
O=C(CCCOc1ccc(Cl)cc1Cl)Nc1nnc(C2CC2)s1	2%	-5%	-13%	9%	i	-2.1	-1.1%	0%	-19%
CS(=O)(=O)N1CCCC(C(=O)NC2CCCCCCC2)C1 (stereo not given)	-4%	-2%	-9%	10%	i	0.7	-0.2%	-1%	-2%
CCCNc1c(NC(=O)c2ccc3c(c2)OCO3)c(=O)oc2ccccc12	-8%	6%	-7%	5%	i	0.1	-0.5%	2%	-6%
CC1=NN(Cc2ccccc2)C(=O)C1	5%	3%	4%	-2%	i	-0.8	5.1%	-3%	-13%
Cc1ccc(NC(=O)c2ccc(NCCCN3CCOCC3)c([N+](=O)[O-])c2)cc1Cl	-14%	4%	1%	-11%	i	-2.3	5.4%	0%	-20%
O=S(=O)(c1cc(Cl)ccc1Cl)N1CCN(Cc2ccc3c(c2)OCO3)CC1	7%	-39%	4%	-1%	i	-2.5	0.3%	-5%	?
COc1cccc(Oc2cn[nH]c2-c2ccc(OC)cc2O)c1	-12%	-36%	-87%[inhibitor]	-16%	i	1.9	2.6%	-3%	?
O=C(Nc1cccc(O)c1)C1CC(c2c(F)cccc2Cl)=NO1 (stereo not given)	-3%	0%	-5%	5%	i	0.4	0.4%	1%	11%
O=C(O)CSc1nnnn1-c1ccc2c(c1)OCCO2	-3%	-1%	-8%	5%	i	0.1	-1.0%	-2%	-2%
Cc1cc(C)c(C)c(S(=O)(=O)N2CCNCC2)c1C	1%	0%	3%	-10%	i	-1.0	0.2%	5%	0%
CCc1ccccc1NCC(=O)Nc1ccccc1C(=O)OC	-1%	1%	3%	17%	i	-14	0.2%	0%	-4%
Cc1cc(C)cc(N(CC(=O)N/N=C/c2ccncc2)S(=O)(=O)c2ccccc2)c1	8%	-1%	6%	-4%	i	-0.7	1.1%	1%	-29%
O=C1NC[C@H](CC2CCCCC2)N(CCc2cccc3ccccc23)C1=O	/	/	-11%	/	i	-1.3	4.3%	/	/
COc1cc(OC)c(NC(=O)CCCn2nc(C)c3sc4ccccc4c3c2=O)cc1Cl	?	-8%	-3%	?	/	/	-0.3%	/	?

Single records (already shown). Screens in order: A549 tox, HepG2 viability, Abeta yeast res, Nrf2 block, pAkt inh, CCT modulator, Nrf2 activator, MmCpn inh, TGFb inhibitor
Listed for O=C1NC[C@H](CC2CCCCC2)N(CCc2cccc3ccccc23)C1=O = /, /, -11%, /, i, -1.3, 4.3%, /, /
Listed for COc1cc(OC)c(NC(=O)CCCn2nc(C)c3sc4ccccc4c3c2=O)cc1Cl = ?, -8%, -3%, ?, /, /, -0.3%, /, ?
Listed for Cc1cc(C)cc(N(CC(=O)N/N=C/c2ccncc2)S(=O)(=O)c2ccccc2)c1 = 8%, -1%, 6%, -4%, i, -0.7, 1.1%, 1%, -29%
